Bioassay records: PubChem BioAssay, several laboratories
Scp-1 inhibitor = inhibitors of human Scp-1 phosphatase; Recombinant Scp1, phosphopeptide, malachite green phosphate absorbance; inhibition, % at 20 µM; hit rate 0.88% among 340,000; AID 493091;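 active means inhibition above about 50% at 20 µM, limit read from the data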;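 further: plate controls were DMSO wells with enzyme for no effect and wells lacking enzyme for full effect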
Target sequence (Q9GZU7 76-261 limits assumed): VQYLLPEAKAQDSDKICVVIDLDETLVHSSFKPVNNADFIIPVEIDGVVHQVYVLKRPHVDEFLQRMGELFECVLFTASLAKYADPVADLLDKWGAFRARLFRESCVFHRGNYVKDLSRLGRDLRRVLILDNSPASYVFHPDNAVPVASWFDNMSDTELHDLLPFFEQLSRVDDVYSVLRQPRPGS
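System: SCP-1 catalytic domain; Reagent: Phospho 17-mer peptide substrate; Doses: one concentration, 20 µM, with 1.0% DMSO; Incubation: 45 min room-temperature reaction, 5 min colour, 30 min stabiliser; Signal: Phosphate-binding colour reagent, absorbance read at 630 nm.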
LMPTP inh = LMPTP (human) inhibition. inhibition, % at 20 µM. recombinant LMPTP-A, OMFP fluorogenic substrate, fluorescence intensity. hit rate 0.22% among 360,000. P24666;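 active means compounds that cut the enzyme signal by at least half of the control window in the single-dose screen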;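 further: plate controls were DMSO wells with enzyme plus substrate for no effect and substrate without enzyme for full effect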
Target sequence (P24666 whole entry, looked up): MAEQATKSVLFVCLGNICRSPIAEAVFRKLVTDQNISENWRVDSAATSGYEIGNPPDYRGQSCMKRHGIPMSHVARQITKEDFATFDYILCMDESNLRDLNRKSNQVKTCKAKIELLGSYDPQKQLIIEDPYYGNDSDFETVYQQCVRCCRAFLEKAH
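material = LMPTP-A | quantity = 0.625 nM enzyme | reagent = OMFP substrate, 400 µM final | buffer or medium = Bis-Tris pH 6.0, DTT, detergent | detection = endpoint fluorescence intensity from OMFP dephosphorylation | dosing = single 20 µM dose | read-out basis = % inhibition relative to no-enzyme and uninhibited control wells | control set = no-enzyme and uninhibited controls | timing = 50 min at room temperature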
SUMO1-SIM PPI = alters human SUMO1 binding to SIM partners. SUMO1 binding to a labelled peptide, TR-FRET, 1 h. inhibition, % at 20 µM. hit rate 0.33% among 360,000; in the data active means inhibition above about 37%
Target sequence (P63165 whole entry, looked up): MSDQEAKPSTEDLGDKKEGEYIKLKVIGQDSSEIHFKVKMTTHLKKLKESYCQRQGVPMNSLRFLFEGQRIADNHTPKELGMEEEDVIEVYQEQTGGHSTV
bovine MsrA act = activators of bovine methionine sulfoxide reductase A | purified bovine MsrA, absorbance read-out | activation, % at 10.6 µM | hit rate 0.3% among 360,000 | AID 602163; in the data active means activation above about 7.5%;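 further: 0% = vehicle and 100% = reference activator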
STEP block = inhibitors of human striatal-enriched phosphatase STEP; P54829; recombinant STEP, OMFP fluorogenic substrate, fluorescence; inhibition, % at 20 µM; hit rate 0.25% among 360,000; AID 588621;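 active means inhibition at 20 µM, scaled per plate between control wells, above about 37%, limit read from the data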;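 further: 0% = DMSO with enzyme and substrate and 100% = substrate only without enzyme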
Target sequence (P54829 whole entry, looked up): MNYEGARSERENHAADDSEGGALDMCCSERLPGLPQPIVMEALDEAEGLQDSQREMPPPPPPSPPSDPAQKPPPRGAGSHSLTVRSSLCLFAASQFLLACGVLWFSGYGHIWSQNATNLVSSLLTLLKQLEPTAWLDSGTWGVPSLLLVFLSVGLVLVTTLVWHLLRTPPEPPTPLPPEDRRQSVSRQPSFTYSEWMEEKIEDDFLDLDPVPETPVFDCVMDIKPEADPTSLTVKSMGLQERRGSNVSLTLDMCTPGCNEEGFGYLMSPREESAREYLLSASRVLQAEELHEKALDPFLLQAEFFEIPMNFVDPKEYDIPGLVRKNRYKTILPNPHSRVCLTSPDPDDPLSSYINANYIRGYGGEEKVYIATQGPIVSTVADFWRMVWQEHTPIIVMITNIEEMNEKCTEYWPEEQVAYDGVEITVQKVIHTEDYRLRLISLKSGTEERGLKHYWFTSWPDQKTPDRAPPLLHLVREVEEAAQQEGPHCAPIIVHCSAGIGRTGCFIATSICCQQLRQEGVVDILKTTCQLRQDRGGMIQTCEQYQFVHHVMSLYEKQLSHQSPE
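medium = Bis-Tris buffer pH 6.0, 2.5 mM DTT, 0.005% Tween 20 | test system = STEP (striatal-enriched tyrosine phosphatase) enzyme, cell-free | measure = normalized % inhibition | compound dosing = 20 µM, 1% DMSO | also added = 25 µM OMFP | schedule = reaction 20 min, ambient temperature | measured by = fluorescence read at 480 nm ex / 540 nm em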
E coli Lon inh = inhibitors of E. coli Lon protease | purified E. coli Lon protease, fluorescence polarization | P0A9M0 | hit rate 0.42% among 360,000 | inhibition, % at 7.94 µM; in the data active means inhibition above about 13%, passing the limit was not always enough;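 further: 0% = enzyme with probe and DMSO and 100% = no enzyme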
DNMT1 block = DNMT1 (human) enzyme inhibition; P26358; DNMT1 molecular beacon, Hinp1I cleavage, fluorescence; inhibition (reported as % activation of signal), % at 10 µM; hit rate 0.83% among 360,000; AID 588458; in the data active means inhibition above about 50%
MsrA inh = inhibits bovine methionine sulfoxide reductase A | purified bovine MsrA, absorbance read-out | inhibition, % at 15.5 µM | hit rate 0.75% among 360,000 | AID 651718; in the data active means inhibition above about 4.5%;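 further: 0% = vehicle wells with enzyme and 100% = reference inhibitor wells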
TbMetRS inhib = blocks T. brucei methionyl-tRNA synthetase activity; purified T. brucei MetRS, ATP depletion, Kinase-Glo luminescence; inhibition, % at 11.9 µM; hit rate 0.4% among 360,000;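 active means inhibition above a per-plate cutoff of the control wells' mean inhibition plus 3 SD, cut at about 5.5% in these data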;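 further: 0% = DMSO wells median and 100% = median of wells with control inhibitor compound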
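assay system = parasite MetRS enzyme | timing = 15 min preincubation, 2 h reaction, all 25 °C | evaluation = percent inhibition relative to median high and low control wells | medium = HEPES buffer containing pyrophosphatase, BSA, spermine, DTT | compound = single dose, 11.9 µM final nominal, 0.9% final DMSO | detection = Kinase-Glo luminescence, ATP depletion format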
NRP1-CendR mod = modulators of CendR peptide binding to human neuropilin-1 | O14786 | FAM-RPARPAR peptide binding to NRP-1, fluorescence polarization | inhibition, % at 25 µM | hit rate 0.85% among 360,000;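 active means inhibition or corrected inhibition above about 18%, plus a signal ratio from 0.5 to 1.5, limit read from the data, passing the limit was not always enough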; further: strong numbers were not always called active
Numbers without * were called inactive; / = not tested or not shown. Compounds were not picked by outcome; overall some 4.3% were active at least once.

SMILES	Scp-1 inhibitor	LMPTP inh	SUMO1-SIM PPI	bovine MsrA act	STEP block	E coli Lon inh	DNMT1 block	MsrA inh	TbMetRS inhib	NRP1-CendR mod
COc1cc(OC)c(OC)cc1/C=N/NC(=S)NCCN1CCOCC1	-8	1.0	-6	-3	3	11	-1	5.1*	-0.8	-6
COCCNC(=O)c1ccc2c(=O)n(Cc3ccco3)c(SCC(=O)Nc3ccc(OC)cc3OC)nc2c1	-3	-0.1	5	-4	2	5	2	-0.6	-0.5	-19
CCc1nc2ccc(C(=O)NCCN(C)C)cn2c1N(CC)CCOC	/	-1.0	3	-3	-1	-1	-3	1.2	-0.4	6
O=C1CC(NCc2ccccc2F)C(=O)N1c1ccccc1 (centres undefined)	-6	0.4	11	-11	-5	5	-2	0.6	-1.1	-3
CC(Oc1ccccc1)C(=O)Nc1ccccc1O (centres undefined)	-6	-0.1	2	-1	-8	-5	-1	-0.5	-0.4	-9
OC1CCCN(C(=S)Nc2ccc(SC(F)F)cc2)C1 (centres undefined)	-9	-1.5	-3	-6	-1	-1	4	-1.1	-0.1	4
O=C(Nc1ccc2c(c1)OCO2)C1CCCN1C(=O)NCc1ccccc1 (centres undefined)	9	0.1	-2	0	-2	-6	-2	-0.3	0.5	3
CCCCn1c(N)c(N(Cc2ccccc2OC)C(=O)c2c(CC)noc2C)c(=O)[nH]c1=O	-5	-1.4	3	-8	-6	-1	-2	0.3	-0.6	2
COc1cccc(NC(=O)CSc2nnc(-c3ccoc3C)n2CC2CCCO2)c1 (centres undefined)	-11	-2.6	-2	2	0	10	-3	-1.1	-0.5	2
O=C(N/N=C/c1ccc2cccnc2c1)c1nc2ccccc2c(=O)[nH]1	-1	-0.6	-19	-4	-2	-1	2	0.3	-0.2	-7
COc1ccc(CCn2c3c(c(=O)[nH]c2=O)C(NC(=O)c2cccs2)(C(F)(F)F)C(=O)N3)cc1OC (centres undefined)	-5	-2.4	1	1	-1	1	2	0.8	-0.4	-4
CC(=O)NC(C)Cc1cn(Cc2ccccc2)c2ccccc12 (centres undefined)	-4	1.1	11	-8	-2	4	-1	1.0	-0.8	0
O=C(COC(=O)c1ccc([N+](=O)[O-])o1)Nc1ccc2c(c1)OCO2	5	2.4	-30	1	-2	-11	-12	0.2	-0.1	-21
C/C(=N\S(=O)(=O)c1ccc(C)cc1)N1CCCCC1	-2	-0.3	0	2	-3	3	5	-0.3	0.1	7
O=C1c2ccccc2C(=O)N1/N=C/c1ccc(O)c(O)c1O	8	68*	36	-7	22	4	4	/	0.1	-27
O=C(CSc1nc2ccccc2o1)N1c2ccccc2Sc2ccc(Cl)cc21	-10	1.4	1	-5	6	-4	1	1.1	-0.6	3
CCOC(=O)Nc1nc(-c2ccccc2)c(C(=O)c2ccccc2)s1	3	2.5	-21	-1	-5	-1	-5	2.3	0.3	13
Cc1ccc2c(c1)NC(=O)C(CC(=O)NCCCN1CCCCC1)O2 (centres undefined)	-8	-1.3	1	-2	6	-12	-2	0.5	0.3	2
CC(C)NC(=O)C1(C)CN(S(C)(=O)=O)CC(=O)N1CCc1ccccc1F (centres undefined)	/	-1.6	-5	/	/	/	/	0.7	-0.4	12
CN(C(=O)N1CCN(S(=O)(=O)c2ccccc2)CC1)c1ccccc1	-1	-0.6	10	-3	-4	-6	-6	-0.2	0.0	6
Cc1cc(C(=O)N/N=C\c2cc(C(C)(C)C)c(O)c(C(C)(C)C)c2)n[nH]1	-7	1.4	-2	-3	-1	0	-2	0.7	0.0	25
Cc1cccc(C)c1OCC(=O)Nc1ccncc1	0	-0.1	4	-1	0	3	-2	1.2	-1.5	25
C=CCn1c(Oc2ccc(C=O)cc2OCC)nc2c1c(=O)n(C)c(=O)n2C	-4	-1.1	-3	0	1	10	0	-0.7	0.1	11
O=C(O)C1C2C=CC(C2)C1C(=O)N1CCN(CCO)CC1 (centres undefined)	0	-4.8	-2	-10	3	3	1	0.0	-1.1	0

A different layout for 15 compounds above:
SMILES | Scp-1 inhibitor | LMPTP inh | SUMO1-SIM PPI | bovine MsrA act | STEP block | E coli Lon inh | DNMT1 block | MsrA inh | TbMetRS inhib | NRP1-CendR mod
CCc1nc2ccc(C(=O)NCCN(C)C)cn2c1N(CC)CCOC | / | -1.0 | 3 | -3 | -1 | -1 | -3 | 1.2 | -0.4 | 6
O=C1CC(NCc2ccccc2F)C(=O)N1c1ccccc1 (centres undefined) | -6 | 0.4 | 11 | -11 | -5 | 5 | -2 | 0.6 | -1.1 | -3
CC(Oc1ccccc1)C(=O)Nc1ccccc1O (centres undefined) | -6 | -0.1 | 2 | -1 | -8 | -5 | -1 | -0.5 | -0.4 | -9
OC1CCCN(C(=S)Nc2ccc(SC(F)F)cc2)C1 (centres undefined) | -9 | -1.5 | -3 | -6 | -1 | -1 | 4 | -1.1 | -0.1 | 4
O=C(Nc1ccc2c(c1)OCO2)C1CCCN1C(=O)NCc1ccccc1 (centres undefined) | 9 | 0.1 | -2 | 0 | -2 | -6 | -2 | -0.3 | 0.5 | 3
CCCCn1c(N)c(N(Cc2ccccc2OC)C(=O)c2c(CC)noc2C)c(=O)[nH]c1=O | -5 | -1.4 | 3 | -8 | -6 | -1 | -2 | 0.3 | -0.6 | 2
COc1cccc(NC(=O)CSc2nnc(-c3ccoc3C)n2CC2CCCO2)c1 (centres undefined) | -11 | -2.6 | -2 | 2 | 0 | 10 | -3 | -1.1 | -0.5 | 2
O=C(N/N=C/c1ccc2cccnc2c1)c1nc2ccccc2c(=O)[nH]1 | -1 | -0.6 | -19 | -4 | -2 | -1 | 2 | 0.3 | -0.2 | -7
COc1ccc(CCn2c3c(c(=O)[nH]c2=O)C(NC(=O)c2cccs2)(C(F)(F)F)C(=O)N3)cc1OC (centres undefined) | -5 | -2.4 | 1 | 1 | -1 | 1 | 2 | 0.8 | -0.4 | -4
CC(=O)NC(C)Cc1cn(Cc2ccccc2)c2ccccc12 (centres undefined) | -4 | 1.1 | 11 | -8 | -2 | 4 | -1 | 1.0 | -0.8 | 0
O=C(COC(=O)c1ccc([N+](=O)[O-])o1)Nc1ccc2c(c1)OCO2 | 5 | 2.4 | -30 | 1 | -2 | -11 | -12 | 0.2 | -0.1 | -21
C/C(=N\S(=O)(=O)c1ccc(C)cc1)N1CCCCC1 | -2 | -0.3 | 0 | 2 | -3 | 3 | 5 | -0.3 | 0.1 | 7
O=C1c2ccccc2C(=O)N1/N=C/c1ccc(O)c(O)c1O | 8 | 68* | 36 | -7 | 22 | 4 | 4 | / | 0.1 | -27
O=C(CSc1nc2ccccc2o1)N1c2ccccc2Sc2ccc(Cl)cc21 | -10 | 1.4 | 1 | -5 | 6 | -4 | 1 | 1.1 | -0.6 | 3
CCOC(=O)Nc1nc(-c2ccccc2)c(C(=O)c2ccccc2)s1 | 3 | 2.5 | -21 | -1 | -5 | -1 | -5 | 2.3 | 0.3 | 13

Next results
SMILES	Scp-1 inhibitor	LMPTP inh	SUMO1-SIM PPI	bovine MsrA act	STEP block	E coli Lon inh	DNMT1 block	MsrA inh	TbMetRS inhib	NRP1-CendR mod
Oc1c(Cl)cc(Cl)cc1CNc1nc2ccccc2[nH]1	-7	3.4	24	-2	-3	1	-7	0.7	93*	7
Cc1nc2[nH]c(=S)[nH]c2cc1Br	13	-2.4	0	-2	1	-9	1	3.3	-0.9	2
CN(C(=O)c1cccc(NC(=O)Cc2cccc(NC(=O)C3CCN(C(=O)c4ccccc4)CC3)c2)c1)C1CCCC1	4	-2.8	8	-5	-3	0	5	-2.2	0.7	2
Cc1cccc(N2CCN(C(=O)c3cccc(N4C(=O)C5CC=CC(C)C5C4=O)c3)CC2)c1C (centres undefined)	3	3.1	2	2	2	1	-5	-0.9	-0.7	3
NC(=O)CC(NC(=O)Cc1cccc2ccccc12)c1ccc(N2CCN(c3ccccn3)CC2)c([N+](=O)[O-])c1 (centres undefined)	-3	-1.2	-25	4	-1	-7	-5	0.3	-0.3	11
CC(C)C(=O)Nc1c(-c2ccccc2F)c(=O)c2ccccc2n1C	-1	-0.1	1	-2	1	-9	0	3.1	-0.4	0
c1ccc(CNCc2ccc(CNCc3ccccc3)cc2)cc1	/	-1.5	-4	-4	-4	-16	0	1.2	0.2	6
CN(C)c1ccc(-c2nnn(Cc3ccccc3Br)n2)cc1	-3	3.1	0	-8	1	-6	-6	0.2	-0.6	6
CCN(CC)C(=O)c1nc[nH]c1C(=O)N(CC)CC	-4	-2.0	1	-3	-3	-10	1	0.8	0.0	22
CC1CCN(c2oc(-c3cccc4ccccc34)nc2C#N)CC1	-12	0.0	-14	-1	4	-2	1	0.3	0.4	1
Cc1csc(SCC(=O)NC2CCS(=O)(=O)C2)n1 (centres undefined)	-1	0.2	3	-7	1	9	-2	0.1	-0.4	7
O=C1NC2(CCCCC2)OC12CCCCC2	-10	-2.6	-2	-1	-3	6	2	-0.6	-0.3	-1

Structures listed so far marked active in LMPTP inh.
structure | Scp-1 inhibitor | LMPTP inh | SUMO1-SIM PPI | bovine MsrA act | E coli Lon inh | DNMT1 block | MsrA inh | TbMetRS inhib | NRP1-CendR mod
O=C1c2ccccc2C(=O)N1/N=C/c1ccc(O)c(O)c1O | 8 | 68* | 36 | -7 | 4 | 4 | / | 0.1 | -27

Continuation.
SMILES	Scp-1 inhibitor	LMPTP inh	SUMO1-SIM PPI	bovine MsrA act	STEP block	E coli Lon inh	DNMT1 block	MsrA inh	TbMetRS inhib	NRP1-CendR mod
O=C(Nn1c(O)c(C=C2N=c3ccccc3=N2)sc1=S)c1ccccc1	-4	2.9	0	-3	-1	-21	-5	1.1	5.0	-18
Cc1nn(C)cc1/C=C/C(=O)c1ccccc1	8	-1.0	-10	-11	-2	-5	-1	3.0	-1.0	-3
COc1ccccc1C(=O)OCCc1ccccc1	-4	1.4	2	-7	2	5	-8	-0.6	-0.3	7
Cc1nc2c([nH]c3ccc(Br)cc32)s1	-3	0.0	5	-1	0	-6	-4	0.7	2.0	2
COc1ccc(-c2c(C)cc3oc(=O)cc(-c4ccccc4)c3c2C)cc1C=O	-1	3.2	-2	-5	0	-2	7	-0.9	-2.3	34*
COC(=O)COc1cccc(NC(=O)COc2ccccc2)c1	12	-1.7	-2	2	-1	6	3	0.2	-0.1	5
